D3 ag – D3 dopamine receptor (human) agonism | P35462 | D3R DiscoveRx beta-arrestin cells, luminescence, 90 min | max activation, % | actives 0.58% (n = 410,000) | AID 652048; in the data active means max activation above about 30%; further: 0% is about no effect; mostly tested at two doses, the higher about 12 µM
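Cells at 1500/well, incubated overnight, then treated with pinned compounds (dopamine as control) for 90 min at 37 degrees C. DiscoveRx reagent added for 30 - 60 minutes at room temperature; luminescence read.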
HEK293 tox – cytotoxic in the GLP-1 receptor inverse agonist counter-screen. actives 0.13% (n = 410,000). AID 624418. HEK293 cAMP-luciferase reporter cells, luminescence, 24 h. Potency, µM (highest dose often 38.3 µM), for the others: at the highest dose activity change, negative = inhibition, hits mostly inhibitors;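 further: loss of luciferase light is scored as toxicity; potency means the concentration at half of the fitted maximal effect; on the % scale 0 is the no-effect control and ±100 the full control effect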
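Luminescence readout: signal drop marks cytotoxicity. Plated cells grew 12 h at 37 °C, 5% CO2, received 23 nL compound for 24 h, then got luciferase reagent, read after 12 min at RT.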
WRN inhibitor – inhibitors of human WRN helicase; Q14191; WRN helicase unwinding, fluorescent forked duplex, kinetic; Potency, µM (top dose mostly 114 µM), for the others: at the highest dose activity change, negative = inhibition, most hits filed as inhibitors; actives 0.46% (n = 360,000); AID 651768; further: potency means the concentration at half of the fitted maximal effect; on the % scale 0 is the no-effect control and ±100 the full control effect; nearly all actives have a fitted effect of over 55% in size
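Primary qHTS, 1536-well format. 20 nM WRN + compound, 15 min RT; start with 100 nM forked fluorophore/quencher duplex, 2 mM ATP (final); kinetic read ex 525/em 598 nm.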
GLP-1R inv ag – inverse agonists of human GLP-1 receptor. Potency, µM (highest dose often 38.3 µM), for inactives: at the highest dose activity change, negative = inhibition, actives largely listed as inhibitors. actives 1.6% (n = 410,000). P43220. HEK293 GLP-1R CRE-luciferase, luminescence, 24 h; GLP-1R form is constitutively active; further: potency means the concentration at half of the fitted maximal effect; on the % scale 0 is the no-effect control and ±100 the full control effect; nearly all actives have a fitted effect of over 55% in size
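Assay principle: reduced luminescence from a cAMP-responsive reporter in HEK293 cells co-expressing a constitutively active GLP-1R. Conditions: 24 hr compound incubation, 37 deg C, 5% CO2.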
PLK1 PBD inh – PLK1 (human) polo-box domain binding inhibition. P53350. Plk1 PBD binding of FITC phosphopeptide, fluorescence polarization. Potency, µM, for inactives: max response, negative = inhibition, most hits filed as inhibitors. actives 2.8% (n = 360,000). AID 720504; further: potency means the concentration at half of the fitted maximal effect; series mostly up to about 57 µM; on the % scale 0 is the no-effect control and ±100 the full control effect; nearly all actives have a fitted effect of over 65% in size
Target sequence (P53350 whole entry, looked up, the tested form may be a part): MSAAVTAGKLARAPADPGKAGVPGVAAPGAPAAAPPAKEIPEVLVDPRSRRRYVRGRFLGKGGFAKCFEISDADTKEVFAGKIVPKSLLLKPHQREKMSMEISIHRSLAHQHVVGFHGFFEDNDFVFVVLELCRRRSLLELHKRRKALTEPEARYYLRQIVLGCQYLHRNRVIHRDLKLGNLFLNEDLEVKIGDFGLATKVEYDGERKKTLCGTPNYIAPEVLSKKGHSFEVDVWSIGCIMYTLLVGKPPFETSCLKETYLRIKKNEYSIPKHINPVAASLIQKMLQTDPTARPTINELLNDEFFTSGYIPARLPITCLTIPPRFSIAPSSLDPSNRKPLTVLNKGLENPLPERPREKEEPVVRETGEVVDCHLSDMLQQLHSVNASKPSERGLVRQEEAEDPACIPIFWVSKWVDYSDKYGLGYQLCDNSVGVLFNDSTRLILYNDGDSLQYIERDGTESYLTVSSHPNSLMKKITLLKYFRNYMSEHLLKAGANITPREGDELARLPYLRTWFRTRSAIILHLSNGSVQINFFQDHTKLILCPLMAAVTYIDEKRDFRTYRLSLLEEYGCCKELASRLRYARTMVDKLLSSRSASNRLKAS
GLP1R ag – GLP-1 receptor (human) agonism. actives 0.007% (n = 380,000). Potency, µM (top dose mostly 45.6 µM), without a hit: top-dose activation, usual class: activators. HEK293 GLP-1R CRE-luciferase, luminescence, 4-6 h; cells express a hypersensitive GLP-1R form. AID 624172; further: potency means the concentration at half of the fitted maximal effect; % of control where 0% means no effect
PI5P4K alpha inh – inhibitors of human PI5P4K alpha. PI5P4Kalpha enzyme, ADP-Glo luminescence, 60 min; active compounds read low. P48426. actives 1.2% (n = 330,000). max response, %; active means max response of -50% or lower; inconclusive means between -30% and -50%; inactive means -30% or higher; further: value at the top dose of about 77 µM; on the % scale 0 is the no-effect control and ±100 the full control effect
Target sequence (P48426 whole entry, looked up): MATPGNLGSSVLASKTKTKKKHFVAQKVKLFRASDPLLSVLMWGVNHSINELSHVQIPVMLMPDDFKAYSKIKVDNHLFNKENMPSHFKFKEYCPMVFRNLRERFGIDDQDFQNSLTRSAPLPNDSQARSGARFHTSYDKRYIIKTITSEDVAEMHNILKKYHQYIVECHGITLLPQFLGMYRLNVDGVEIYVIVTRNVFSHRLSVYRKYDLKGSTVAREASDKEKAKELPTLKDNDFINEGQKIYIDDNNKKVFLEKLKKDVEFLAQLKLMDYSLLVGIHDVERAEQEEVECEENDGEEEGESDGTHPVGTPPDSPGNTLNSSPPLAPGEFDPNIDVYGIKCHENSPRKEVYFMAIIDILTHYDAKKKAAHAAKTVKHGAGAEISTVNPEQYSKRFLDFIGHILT
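Compounds were pin-transferred onto PI5P4Kalpha and substrate in HEPES pH 7.4 buffer with EGTA, CHAPS and 5% DMSO. ATP (5 microM final) started the reaction, which ran 60 minutes at room temperature before ADP-Glo detection.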
IL2 activator – IL-2 activation | actives 0.065% (n = 360,000) | AID 652025 | IL-2 activation reporter assay, cell-based qHTS; stimulated with anti-CD3/CD4/CD28 beads; in transgenic mouse T cells | activation, % (series mostly up to about 46 µM); in the data active means activation above about 50%; inconclusive means mostly about 30% to 49%; further: 0% is about no effect
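Unstimulated transgenic mouse T cells preincubated 60 min with compound, then stimulated with anti-CD3/anti-CD4-coated beads plus anti-CD28 for 18 h at 37 degrees C. IL-2 response read as EGFP and DsRed fluorescence by plate cytometry.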
DRD3 antagonist – D3 dopamine receptor (human) antagonism. D3R cells, DiscoveRx beta-arrestin luminescence, antagonist mode; active compounds read low. max response, negative = inhibition, %. actives 2.5% (n = 360,000); in the data active means max response below about -50%; inconclusive means no clear call, values can overlap the other calls; further: on the % scale 0 is the no-effect control and ±100 the full control effect; mostly tested at two doses, the higher about 12 µM
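Cells expressing the human receptor were seeded at 1500 cells/well, incubated overnight at 37 degrees C in 5% CO2, then exposed to library compounds with dopamine controls for 90 minutes at 37 degrees C before luminescent detection.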
The depositor's hits bear a star; ? = inconclusive; · = not tested or not shown; & = joins results of further samples; [ ] = dose if it differs, or a comment. Unless noted, the call rests on the fitted dose curve; in most records, active means well fitted curve in the direction sought with a large enough effect; inconclusive means small, poorly fitted or top-dose-only effect, or another doubt; inactive means no such curve, though single readings can be large; an effect the other way counts as inactive or inconclusive. Rows are unselected. About 7.8% of those tested had a hit in this group.

entry | SMILES | D3 ag | HEK293 tox | WRN inhibitor | GLP-1R inv ag | PLK1 PBD inh
1 | COc1ccc(NS(=O)(=O)c2cccc(C(=O)NNC(=O)c3cncc(Br)c3)c2)cc1 | 2 | 4% | -17% | -3% | 3%
2 | CCC(NC(=O)NC1CCCCC1)c1ccccc1 (configuration not stated) | 2 | 3% | 3% | -12% | -5%
3 | O=C(CCNS(=O)(=O)c1ccc(Cl)cc1)N1CCCC1 | 4 | -5% | -1% | 7% | -8%
4 | COCCn1nnnc1C(c1cc(OC)ccc1OC)N1CCc2ccccc2C1 (configuration not stated) | -10 | -10% | 8% | -26% | -8%
5 | Cc1ccc(S(=O)(=O)NC(=O)NC(C)c2ccc(F)cc2)cc1 (configuration not stated) | -10 | 9% | 5% | 0% | -12%
6 | O=C(NC(=S)Nc1nc(-c2cccc([N+](=O)[O-])c2)cs1)c1cc(Cl)ccc1Cl | 12 | -3% | -8% | 20% | -19%
7 | CCCN(C(=O)/C=C/c1ccco1)c1c(N)n(Cc2ccccc2)c(=O)[nH]c1=O | -4 | -3% | 5% | -5% | -14%
8 | O=C(Nc1sc2c(c1C(=O)O)CCC2)c1ccccc1 | -3 | ? | ? | -2% | ?
9 | O=C(Nc1cccc(NC(=O)c2cccnc2)c1)c1ccccc1 | -2 | 3% | 5% | 12% | -15%
10 | Cc1sc2nc(C3CC3)nc(SCC(=O)NCc3ccco3)c2c1C | 9 | -7% | -18% | 39% | -8%
11 | CCOc1cc(C)c(S(=O)(=O)N2CCCCC2)cc1C | -4 | -2% | -2% | ? | 7%
12 | Cc1c(C(=O)N2CCN(S(=O)(=O)c3ccccc3F)CC2)oc2c(Cl)cccc12 | 7 | 17% | -13% | -39% | 4%

entry | GLP1R ag | PI5P4K alpha inh | IL2 activator | DRD3 antagonist
1 | -5% | 2 | -0.5 | 20
2 | -1% | 2 | 0.9 | 2
3 | -1% | 6 | -2.7 | -8
4 | -2% | 3 | -0.7 | 40
5 | 1% | 4 | 1.6 | -16
6 | 3% | 1 | 0.1 | 5
7 | -2% | -3 | 0.2 | -3
8 | -8% | ? | -2.4 | -52*
9 | -2% | 6 | -2.1 | -16
10 | 23% | · | 0.5 | -8
11 | 14% | -1 | 0.0 | -7
12 | 22% | 11 | -0.7 | 22

Only WRN inhibitor (five entries from above):
item	SMILES	WRN inhibitor
4	COCCn1nnnc1C(c1cc(OC)ccc1OC)N1CCc2ccccc2C1 (configuration not stated)	8%
11	CCOc1cc(C)c(S(=O)(=O)N2CCCCC2)cc1C	-2%
3	O=C(CCNS(=O)(=O)c1ccc(Cl)cc1)N1CCCC1	-1%
9	O=C(Nc1cccc(NC(=O)c2cccnc2)c1)c1ccccc1	5%
1	COc1ccc(NS(=O)(=O)c2cccc(C(=O)NNC(=O)c3cncc(Br)c3)c2)cc1	-17%

(further entries)
entry | SMILES | D3 ag | HEK293 tox | WRN inhibitor | GLP-1R inv ag | PLK1 PBD inh
13 | Cn1nnnc1SCC(=O)NNC(=O)c1ccc(Cl)cc1 | 8 | 15% | -13%[57.1 µM] | 5% | 3%
14 | O=C(NC(=S)Nc1ccc(N2CCCCC2)cc1)c1ccco1 | -4 | -27% | -1% | 0% | -3%
15 | COc1ccc(Cl)c(Cn2c(NCC(C)O)nc3c2c(=O)n(C)c(=O)n3C)c1 (configuration not stated) | 3 | -17% | 0% | 4% | -2%
16 | Cc1ccc(S(=O)(=O)NCCC(=O)N2CCN(S(=O)(=O)c3ccccc3)CC2)cc1C | 4 | 0% | -15% | 15% | 1%
17 | CC(C)NC(=O)CCSc1nc(-c2ccc3c(c2)OCO3)cc(C(F)(F)F)n1 | -3 | -7% | · | -13% | ·
18 | COc1ccc(CNS(=O)(=O)c2csc(C(N)=O)c2)cc1OC | -5&6 | 8%&-2% | 2% | 7%&5% | -10%
19 | Cc1csc(NC(=O)C2COc3ccccc3O2)n1 (configuration not stated) | -5 | 4% | -10% | ? | -1%
20 | O=C(O)c1ccccc1Nc1ccc([N+](=O)[O-])cc1 | 3 | 0% | -10% | ? | -9%
21 | Cc1cc(C(=O)COC(=O)c2ccccc2O)c(C)n1CC1CCCO1 (configuration not stated) | 9 | 4% | -1% | ? | -6%
22 | CCCCCNS(=O)(=O)c1cc(C)ccc1OC | -2 | -8% | -11% | -12% | 7%
23 | Cc1ccc(-c2nc3ccc(Cl)cn3c2CC(C)(C)C)cc1 | -11 | 10% | -8% | 17% | -10%
24 | CC1Cc2ccccc2N1C(=O)CNc1cccc(S(=O)(=O)N2CCCC2)c1 (configuration not stated) | -10 | 10% | ? | -22% | 3.8µM*

entry | GLP1R ag | PI5P4K alpha inh | IL2 activator | DRD3 antagonist
13 | 1% | -5 | -0.4 | 11
14 | -5% | · | -2.6 | -5
15 | -2% | -8 | -0.3 | 3
16 | 1% | 0 | 0.0 | -6
17 | 3% | · | · | ·
18 | 4% | -1 | -3.4 | 1
19 | -32%[inhibitor] | 5 | 0.3 | 16
20 | 1% | -20 | -2.3 | -21
21 | -6% | 5 | -0.2 | 8
22 | 12% | 82 | -0.3 | -18
23 | -3% | -1 | -3.2 | ?
24 | 5% | -66* | -4.5 | -19

The final 2 entries of the section before open the next one:
entry | SMILES | D3 ag | HEK293 tox | WRN inhibitor | GLP-1R inv ag | PLK1 PBD inh
23 | Cc1ccc(-c2nc3ccc(Cl)cn3c2CC(C)(C)C)cc1 | -11 | 10% | -8% | 17% | -10%
24 | CC1Cc2ccccc2N1C(=O)CNc1cccc(S(=O)(=O)N2CCCC2)c1 (configuration not stated) | -10 | 10% | ? | -22% | 3.8µM*
25 | CC(C)OCc1c(C(=O)Nc2nccs2)oc2ccccc12 | -9 | -1% | -1% | ? | -1%
26 | CCOc1ccc(CCNC(=O)CSc2nnnn2-c2ccc(C)cc2C)cc1OCC | -15 | 0% | · | -10% | ·
27 | O=C(CCC1CCCN(C(=O)C2=CCCC2)C1)N1CCN(c2ccccn2)CC1 (configuration not stated) | -10 | 0% | -4% | 6% | -27%
28 | Oc1ccccc1CNn1cnnc1 | 4 | 4% | 4% | 5% | -2%
29 | CCn1cc(C(=O)N(C)c2ccc(C(C)C)cc2)c2cc(OC)c(OC)cc2c1=O | -1 | 2% | · | 35%[activator] | ·
30 | Cc1c(NC(=O)c2cc(C(C)C)on2)c(=O)n(-c2ccccc2)n1C | -18 | 2% | -4% | 0% | -2%
31 | CCOC(=O)c1cnn(-c2ccccc2)c1NC(=O)C(F)(F)C(F)(F)C(F)(F)F | -4 | 9% | -5% | -12% | -24%
32 | O=C(c1ccc2c(c1)OCO2)C1CCCN(C(=O)NCc2ccccc2)C1 (configuration not stated) | 10 | -1% | -6% | -6% | 27%
33 | O=C(CCCn1c(=O)c2ccccc2n(CC(=O)Nc2cccc(C(F)(F)F)c2)c1=O)NCc1ccc2c(c1)OCO2 | -7 | 5% | · | 9% | ·
34 | CCOC(=O)c1ccc(NC(=O)CSc2nc(C)nc3c2c(=O)n(C)c(=O)n3C)cc1 | -1 | 0% | 1% | 15% | -13%
35 | Cc1ccc2[nH]c(-c3cccc(F)c3)cc(=O)c2c1 | -36 | 13% | 8% | ? | -6%
36 | Cn1c(C(=O)NCCCN2CCN(c3cccc(Cl)c3)CC2)cc2c(=O)n(C)c3ccccc3c21 | -12 | 1% | -1% | 4% | -5%

entry | GLP1R ag | PI5P4K alpha inh | IL2 activator | DRD3 antagonist
23 | -3% | -1 | -3.2 | ?
24 | 5% | -66* | -4.5 | -19
25 | 8% | 7 | -1.0 | 14
26 | -6% | · | · | ·
27 | 11% | 3 | -0.5 | 4
28 | -8% | -1 | 0.8 | 1
29 | 3% | · | · | ·
30 | -19% | · | 2.0 | 6
31 | -2% | -1 | 0.0 | -68*
32 | 2% | 0 | -2.1 | 8
33 | 1% | · | · | ·
34 | 0% | 12 | -2.8 | -9
35 | 18% | -1 | 1.0 | -23
36 | 8% | -4 | -3.8 | -103*

Following part:
entry | SMILES | D3 ag | HEK293 tox | WRN inhibitor | GLP-1R inv ag | PLK1 PBD inh
37 | COc1ccc(CCNC(=O)CSc2nnc(NC(C)=O)s2)cc1OC | -1 | 2% | 8% | 14% | -7%
38 | CN1c2ccc(Cl)cc2C(=O)NC1c1ccc([N+](=O)[O-])s1 (configuration not stated) | 16 | -2% | -6% | ? | -1%
39 | CC(=O)c1cccc(NC(=O)C(OC(=O)/C=C/c2ccc3c(c2)OCO3)c2ccccc2)c1 (configuration not stated) | -12 | 3% | -2% | -2% | -6%
40 | C=CC(=O)NC1CC2CCC1(C)C2(C)C (configuration not stated) | -7 | 4% | -22% | 1% | -10%
41 | O=C(CSc1nc2[nH]ncc2c(=O)n1-c1ccccc1)N1CCCc2ccccc21 | -35 | -3% | -9% | 9% | -11%
42 | O=C(NCc1cccnc1)C1c2ccccc2C(=O)N1C1CCCC1 (configuration not stated) | 2 | -15% | 1% | 3% | -1%
43 | COC(=O)c1cc2c(N)c(C(=O)c3ccc(Cl)cc3)sc2nc1C(OC)OC | -4 | · | -10% | ? | 5%
44 | Cc1ccc(C(=O)c2cc(C)sc2N)cc1 | -3 | 6% | -19%[57.1 µM] | 2% | -17%
45 | Cc1ccccc1C(=O)N1CCC(C(=O)NC2CCCCC2)CC1 | 2 | -7% | 6% | 9% | 0%
46 | C=CC(=O)Nc1ccc(CN2C(=O)N(c3c(Cl)c(OC)cc(OC)c3Cl)Cc3cnc(NCCCCN(CC)CC)nc32)cc1 | -36 | ? | -14% | ? | -12%
47 | CC1=C(C(=O)O)N2C(=O)C(NC(=O)c3ccc(F)cc3)C2SC1 (configuration not stated) | -1 | -2% | 4% | 1% | 24µM*
48 | COc1ccc2ccccc2c1CNCc1ccccn1 | 0 | -26% | 2% | 0% | -3%

entry | GLP1R ag | PI5P4K alpha inh | IL2 activator | DRD3 antagonist
37 | 0% | -6 | -0.7 | -12
38 | 3% | 0 | 1.4 | 2
39 | -7% | 2 | -2.7 | -8
40 | -1% | 3 | 1.4 | -2
41 | 27% | · | -3.7 | -29
42 | 0% | -7 | -1.8 | -29
43 | 6% | 29 | -0.2 | -28
44 | 10% | -1 | 6.6 | -10
45 | 6% | -1 | 0.8 | 10
46 | 11% | ? | -0.4 | -65*
47 | 0% | -22 | 3.9 | 8
48 | 11% | · | -2.3 | -25
